# Bioassay records: PubChem BioAssay, several laboratories
# CRFBP-R2 block: CRF-BP/CRF-R2 complex antagonism; HEK293 CRF-R2/CRF-BP, CRF-induced calcium fluorescence; 350,000 compounds, 0.59% hits; inhibition, % at 11.8 µM;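 active = inhibition of the ligand-induced calcium signal above about 50% at the single tested concentration, limit read from the data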
# IDE act: boosts human insulin-degrading enzyme activity in HEK cells; FAbeta-B cleavage, fluorescence polarization; 0% vehicle, 100% cell-free pure enzyme wells; 340,000 compounds, 0.073% hits; P14735; activation, % at 5.96 µM;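 active = activation above the mean of all tested compounds plus 3 SD, set per screening campaign, cut at about 17% in these data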
# MEKK3 PB1 HTS: MEKK3-MEK5 PB1 interaction, increase or decrease. 290,000 compounds, 1.4% hits. bead-based flow cytometry, Alexa488-MEK5 binding to MEKK3; actives lie on both sides; 0 = blocked by unlabeled MEK5, 100 = vehicle. binding response (% of control), % at 10 µM. AID 1529;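 active = binding response more than 3 SD above or below the average of its plate-row segment, actives on both sides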;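 note: Alexa488 bead fluorescence after subtracting the streptavidin-only scavenger bead signal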
# Target sequence (Q99759 whole entry, looked up): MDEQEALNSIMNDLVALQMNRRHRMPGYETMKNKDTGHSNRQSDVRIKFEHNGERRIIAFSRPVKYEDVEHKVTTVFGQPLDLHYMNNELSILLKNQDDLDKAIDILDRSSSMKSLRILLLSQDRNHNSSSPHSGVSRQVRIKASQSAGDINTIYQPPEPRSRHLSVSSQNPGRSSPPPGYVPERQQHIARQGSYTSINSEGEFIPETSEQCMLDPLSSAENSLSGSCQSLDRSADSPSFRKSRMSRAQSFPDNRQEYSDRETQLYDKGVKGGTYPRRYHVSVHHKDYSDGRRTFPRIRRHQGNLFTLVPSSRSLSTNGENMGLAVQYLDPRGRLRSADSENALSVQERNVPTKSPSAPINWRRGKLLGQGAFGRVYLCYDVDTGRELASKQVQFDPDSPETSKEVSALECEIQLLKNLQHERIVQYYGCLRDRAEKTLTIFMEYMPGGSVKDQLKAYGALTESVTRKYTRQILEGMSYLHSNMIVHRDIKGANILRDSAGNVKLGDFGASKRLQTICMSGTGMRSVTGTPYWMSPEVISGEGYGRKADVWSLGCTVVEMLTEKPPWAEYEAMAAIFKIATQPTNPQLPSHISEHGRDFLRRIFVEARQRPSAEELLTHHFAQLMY
# PHOSPHO1 inh: PHOSPHO1 (human) inhibition. recombinant PHOSPHO1, absorbance phosphatase assay. 290,000 compounds, 1.1% hits. Q8TCT1. AID 1565. inhibition, % at 13.3 µM; in the data active = inhibition above about 60%
# Target sequence (Q8TCT1 whole entry, looked up): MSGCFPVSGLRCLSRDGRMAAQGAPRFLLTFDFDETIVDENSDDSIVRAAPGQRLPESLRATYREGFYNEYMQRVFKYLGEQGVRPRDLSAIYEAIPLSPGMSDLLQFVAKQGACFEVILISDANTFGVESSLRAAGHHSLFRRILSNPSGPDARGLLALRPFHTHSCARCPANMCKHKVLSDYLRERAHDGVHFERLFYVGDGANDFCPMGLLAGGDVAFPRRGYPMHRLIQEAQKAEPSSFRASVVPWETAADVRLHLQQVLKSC
# IDE inh: cellular human IDE inhibition | AID 434962 | 320,000 compounds, 0.41% hits | P14735 | inhibition, % at 5.59 µM | HEK cells, FAbetaB cleavage, fluorescence polarization;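 active = percent inhibition above the average of all tested compounds plus 3 SD, set per screening campaign, cut at about 16% in these data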;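 note: IDE supplied by intact live HEK cells; FP after avidin binding of uncleaved biotin substrate so inhibition keeps polarization high; 0% = DMSO wells and 100% = 60 µM reference IDE inhibitor Ii1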
# p-CIP stab down: lowers stability of the mouse p/CIP coactivator protein; Q05BA5; F442A p/CIP-EGFP cells, EGFP fluorescence, 16 h; decrease of EGFP signal, % at 10 µM; 290,000 compounds, 0.01% hits; AID 1984;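 active = EGFP signal decrease of at least 30% at 10 µM or well 3 SD below plate mean, unless failing retest; inactive = the rest, including hits failing retest or dose response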; note: some compounds called inactive have numbers as strong as hits; many of its hits are not listed in these tables
# GalR3 antag: human GalR3 antagonism; O60755; HEK293 GalR3-CNG cAMP membrane potential fluorescence; galR3 body fused to GalR1 C-terminus; inhibition, % at 3 µM; 360,000 compounds, 0.44% hits; AID 651719;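 active = inhibition above the screen-wide average plus 3 SD, cut at about 13% in these data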;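 note: forskolin and galanin both at EC90 stimulate the cells; cAMP rise reported by CNG channel membrane potential dye signal; 0% = forskolin plus galanin with DMSO and 100% = forskolin alone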
# CRFBP-R2 agonist: CRF-BP/CRF-R2 complex agonism; activation, % at 13.2 µM; HEK293 CRF-R2/CRF-BP, calcium dye fluorescence (FLIPR); percent of saturating CRF peptide response; 350,000 compounds, 0.46% hits;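 active = activation of at least 50%, plus an integration ratio under a set limit after plate pattern correction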;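 note: plate controls were neutral control wells without compound for no effect and CRF at EC100 for full effect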
# CHRM4 PAM: CHRM4 positive allosteric modulation | P08173 | CHO-K1 hM4/Gqi5, Fluo-8 calcium fluorescence, ACh EC20; 0% = ACh EC20, 100% = maximal ACh | activation, % at 3 µM | 360,000 compounds, 0.4% hits | AID 624126;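 active = activation above its plate's cutoff, the mean activation of sample wells plus 3 SD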; note: some results filed as inactive read as strong as hits
# Starred values were filed as active, the others as inactive; . = no result given; [ ] = another dose, or the depositor's remark. Rows are unselected (roughly 4.2% active in at least one column).
smiles	CRFBP-R2 agonist	GalR3 antag	IDE inh	CHRM4 PAM	p-CIP stab down	PHOSPHO1 inh	MEKK3 PB1 HTS	IDE act	CRFBP-R2 block
Cc1ccc(C)c(S(=O)(=O)NCCOC(=O)Nc2sc(=S)n(C)c2C)c1	-1.2	10	-5	1	-8	26	105	-3	10
O=C(CNC(=O)c1ccc([N+](=O)[O-])cc1)N/N=C\c1ccc(OC(=O)c2ccccc2)cc1	-0.2	0	0	2	-9	8	104	4	0
COC(=O)COc1cc2ccccc2cc1C(=O)Nc1ccccc1	-1.4	2	-4	2	-13	42	98	-1	-15
CCCCNC(=O)C(c1ccc(-c2ccccc2)cc1)N(CCN1CCOCC1)C(=O)CCCCCN1C(=O)NC(c2ccc([N+](=O)[O-])cc2)C(C(=O)OCc2ccccc2)=C1C (centres undefined)	.	-2	.	.	-5	16	96	.	.
CC(=O)Nc1ccc(S(=O)(=O)NCCC(=O)OC(C)C(=O)c2ccc(C)cc2)cc1 (centres undefined)	3.2	-1	3	-1	-6	.	97	6	6
CCCCCCN1C[C@H](O)[C@@H](n2cc(C3CC3)nn2)C[C@@H]1c1ccc(OC)cc1	0.8	-4	.	9	.	.	.	.	-4
COc1cccc(NC(=O)C2CCCN2C(=O)Nc2ccccc2F)c1 (centres undefined)	-1.3	-5	2	3	-6	-18	1.0*[inhibitor]	-1	-1
O=C1C2CCCN2C(=O)N1CCCCN1CCN(c2ccccc2)CC1 (centres undefined)	-1.9	7	2	5	-21	-17	100	2	2
O=C(Cn1cc2c(n1)CCCC2)NC1CCN(Cc2ccccc2)CC1	1.5	3	2	2	-12	-15	106	1	-19
COc1ccc(C(=O)N2CCN(C)C(=O)[C@@H]2C)cc1OC1CCN(C(C)=O)CC1	-0.3	-2	-1	3	12	18	98	5	6
NC(=S)N/N=C/c1ccc(OC(=O)c2cccnc2)cc1	1.9	-6	2	5	-13	30	104	-3	-4
O=C(Nc1ncc([N+](=O)[O-])s1)C1CCN(S(=O)(=O)c2cnc[nH]2)CC1	0.0	2	1	0	3	-11	109	6	-2
CSc1nc(N)cc(=O)[nH]1	2.2	-5	-5	-9	-7	24	110	3	3
COc1ccc(-n2cnc3sccc3c2=O)cc1	-0.7	-6	0	5	-3	.	101	0	12
COC(=O)c1sc(N2C(=O)C(=O)/C(=C(/O)c3ccccc3)C2c2ccco2)nc1C (centres undefined)	1.3	-4	2	1	-5	-3	99	0	23
O=S1(=O)CCN2C(c3ccco3)=CSC2=N1	0.0	1	-2	4	-14	24	95	-1	-3
COc1ccc2oc(=O)cc(CN3CCN(Cc4ccccc4)CC3)c2c1	-1.4	1	.	0	.	.	.	.	3
O=C(CSc1nnc2ccc(-c3ccccn3)nn12)Nc1ccc(F)cc1	-0.2	-5	.	4	.	.	.	.	1
CC(=O)Nc1nnc(SCc2ccc(F)cc2)s1	0.2	2	1	0	-11	57	113	1	-7
CCc1cc(=O)oc2cc(OCc3ccc(C(=O)O)o3)ccc12	1.5	-11	3	0	2	24	102	2	4
CCN(CC)Cc1c(C(=O)N/N=C/c2cccs2)nnn1-c1nonc1N	-1.0	-8	3	0	-6	17	103	3	-6
O=C(N/N=C/c1ccc(-c2cccc([N+](=O)[O-])c2)o1)c1ccc([N+](=O)[O-])cc1	-1.5	-6	-3	4	4	24	106	9	13
O=C1OC2(CCCCC2)OC(=O)C1=CNc1nc2ccccc2s1	-1.8	-2	-4	5	-13	16	100	2	14
O=C(CN1C(=O)c2ccccc2C1=O)NCC1COc2ccccc2O1 (centres undefined)	-0.1	-3	2	-1	6	28	98	1	17
CS(=O)(=O)n1nc(-c2ccc(Cl)cc2)nc1N	-0.2	-6	-2	-3	-25	48	107	5	6

# The closing five records of the part above open the next one:
smiles	CRFBP-R2 agonist	GalR3 antag	IDE inh	CHRM4 PAM	p-CIP stab down	PHOSPHO1 inh	MEKK3 PB1 HTS	IDE act	CRFBP-R2 block
CCN(CC)Cc1c(C(=O)N/N=C/c2cccs2)nnn1-c1nonc1N	-1.0	-8	3	0	-6	17	103	3	-6
O=C(N/N=C/c1ccc(-c2cccc([N+](=O)[O-])c2)o1)c1ccc([N+](=O)[O-])cc1	-1.5	-6	-3	4	4	24	106	9	13
O=C1OC2(CCCCC2)OC(=O)C1=CNc1nc2ccccc2s1	-1.8	-2	-4	5	-13	16	100	2	14
O=C(CN1C(=O)c2ccccc2C1=O)NCC1COc2ccccc2O1 (centres undefined)	-0.1	-3	2	-1	6	28	98	1	17
CS(=O)(=O)n1nc(-c2ccc(Cl)cc2)nc1N	-0.2	-6	-2	-3	-25	48	107	5	6
Cc1ccc(C(=O)CNc2ccc(Cl)cc2)cc1	0.7	-9	2	-5	12	2	1.0*[inhibitor]	2	41
COc1cc2cc(CN(CCCN3CCOCC3)C(=O)Nc3ccccc3F)c(=O)[nH]c2cc1OC	0.6	-1	2	3	-13	0	107	1	4
O=C(CSc1nnnn1-c1ccccc1)Nc1ncc(Cc2ccccc2Cl)s1	-2.0	-4	-6	0	-15	-16	90	2	13
CCOc1ccc(-c2nc(CSc3nnc(C)s3)cs2)cc1OC	0.9	2	-2	1	-1	-43	101	1	-12
CCC1/C(=N\O)CC(c2ccco2)NC1c1ccco1 (centres undefined)	-0.4	-3	7	-5	-16	11	110	8	7
Cc1c(NC(=O)CN(c2ccccc2)S(=O)(=O)c2ccc(F)cc2)c(=O)n(-c2ccccc2)n1C	-0.3	0	3	2	-4	-21	108	1	-12
CC#CC(=O)N1CCC(C(=O)Nc2ccc(Oc3ccccc3)nc2)CC1	-0.9	-2	-5	0	2	43	99	2	7
N#Cc1ccc(OCC(=O)Nc2nc(-c3ccncc3)cs2)cc1	0.3	-3	-7	10	.	.	.	3	-4
CCn1cnc2cc(NCc3nc4ccccc4n3C)ccc21	-0.8	-8	1	-5	19	-70	101	2	-8
O=C(Nc1ccc(N2CCOCC2)cc1)C1(S(=O)(=O)c2ccccc2)CC1	-0.5	-2	2	1	-8	-23	109	5	10
CCC/C=N/Nc1nnc(Cc2ccccc2)c(=O)[nH]1	0.7	-10	-9	6	4	24	100	-4	13
CCOC(=O)C1CCCN(c2ncnc3c2cnn3-c2cccc(C)c2)C1 (centres undefined)	-0.7	-5	-2	-2	2	-10	96	1	-12
O=C(N1CCOCC1)N1CCc2ccccc21	-0.1	-10	0	4	-10	-3	111	-2	1
CCn1cc([N+](=O)[O-])c(C(=O)Nc2c(C)nn(Cc3c(F)c(F)c(F)c(F)c3F)c2C)n1	0.9	-4	4	17	-19	-9	77	1	24
O=C(CN1C(=O)NC(c2ccccc2)(c2ccccc2)C1=O)NCc1cccs1	0.6	-1	-4	3	.	.	.	-1	-26
CN1CCN(c2ccc(NC(=O)c3ccc(Br)o3)cc2)CC1	0.7	-4	5	0	-37	22	103	-1	-3
O=C(CSc1nnc(COc2ccccc2)n1Cc1ccco1)NCc1ccco1	0.5	-10	-2	11	-3	54	82	-1	-3
O=C(Oc1ccc(/C=N/O)cc1)c1ccccc1	0.7	11	-3	2	-9	-13	98	2	-2
O=C1CC(c2cccc(Cl)c2)CC(O)=C1C=NC1CCCC1 (centres undefined)	0.6	-2	-6	1	-4	22	95	-4	-5
CC(C)c1cccc(-c2ccc3c(c2)S(=O)(=O)c2cccc(C(=O)O)c2C3=O)c1	0.2	-6	2	8	.	.	.	3	-5
C/C(=N\NC(=O)c1ccccc1[N+](=O)[O-])c1ccc(Br)s1	-1.9	-5	-1	-8	0	-34	94	-3	-9
COc1cc2cc(C(=O)N3CCN(Cc4ccc5c(c4)OCO5)CC3)[nH]c2cc1OC	0.3	-8	0	-7	-10	16	98	3	7
CC(=O)OCC1=C(C(=O)OC(C)(C)C)N2C(=O)[C@@H](NC(=O)Cc3ccccc3)[C@H]2SC1	-2.9	-4	.	2	.	.	.	0	-10
CCc1ccc(C(=O)NNC(=O)c2ccc(=O)n(C)n2)cc1	0.2	-3	3	-3	-2	-26	107	1	-8
O=C(Nc1ccccc1C(=O)Nc1ccccc1C(=O)O)c1ccccc1	0.3	-7	11	-3	-14	23	104	-4	53*
Cc1cccc([C@@H]2[C@@H]3C(=O)N(Cc4ccccc4)C(=O)[C@@H]3[C@]3(C)C(=O)N(c4cccc(F)c4)C(=O)N23)c1	-0.5	-6	-3	-3	.	.	.	2	-8
CC(C)[C@H](NC(=O)c1ccco1)C(=O)OCC(=O)Nc1ccc(Cl)c(S(=O)(=O)N(C)C)c1	-1.5	-2	-4	-9	6	-17	93	-1	-3
CN(Cc1ccccc1F)C(=O)CNC(=O)Cc1cccc2ccccc12	0.2	-3	2	3	0	4	104	6	-13
COc1ccccc1NC(=O)Cc1ccc(-c2ccccc2)cc1	1.0	-11	8	-7	-1	11	99	1	9
O=C(NCc1ccccc1)C(c1ccc(F)cc1)N(C(=O)c1csnn1)c1ccccc1 (centres undefined)	-0.9	-5	-3	-7	-12	26	102	3	-11
CCCn1ncc(/C=N/O)c1C	21	3	-2	-2	-2	22	100	.	-25
CCc1nnc(NC(=O)CSc2nnc(C(C)NC(=O)c3ccccc3F)n2C)s1 (centres undefined)	-0.1	-9	-2	-4	1	37	100	-2	1
CC[C@H](C)[C@H](NC(=O)c1ccccc1)C(=O)Nc1ccc(S(=O)(=O)Nc2cc(C)nc(C)n2)cc1	-0.8	-6	-6	5	0	25	103	6	0
Cn1c(=O)[nH]c(=O)c2c1ncn2CCN1CCOCC1	-0.5	2	10	10	2	22	101	3	5
COc1ccccc1CNC(=O)c1sccc1-c1ccccc1	-0.5	-10	3	-6	-6	16	106	3	14
O=C(Nc1ccc(Br)cc1)C1Cc2ccccc2O/C1=N\O (centres undefined)	-2.6	-11	.	-1	-23	6	107	0	27

# Ordered by molecular weight (ascending): 6 of the compounds above
smiles	CRFBP-R2 agonist	GalR3 antag	IDE inh	CHRM4 PAM	p-CIP stab down	PHOSPHO1 inh	MEKK3 PB1 HTS	IDE act	CRFBP-R2 block
CCCn1ncc(/C=N/O)c1C	21	3	-2	-2	-2	22	100	.	-25
Cn1c(=O)[nH]c(=O)c2c1ncn2CCN1CCOCC1	-0.5	2	10	10	2	22	101	3	5
COc1ccccc1CNC(=O)c1sccc1-c1ccccc1	-0.5	-10	3	-6	-6	16	106	3	14
O=C(Nc1ccc(Br)cc1)C1Cc2ccccc2O/C1=N\O (centres undefined)	-2.6	-11	.	-1	-23	6	107	0	27
CC(C)[C@H](NC(=O)c1ccco1)C(=O)OCC(=O)Nc1ccc(Cl)c(S(=O)(=O)N(C)C)c1	-1.5	-2	-4	-9	6	-17	93	-1	-3
Cc1cccc([C@@H]2[C@@H]3C(=O)N(Cc4ccccc4)C(=O)[C@@H]3[C@]3(C)C(=O)N(c4cccc(F)c4)C(=O)N23)c1	-0.5	-6	-3	-3	.	.	.	2	-8
